M4 antag: CHRM4 antagonism in calcium assay. 360,000 compounds, 0.73% hits. inhibition, % at 3 µM. CHO-hM4 cells, ACh EC80, Fluo-8 calcium fluorescence. P08173;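 active means inhibition above its plate's cutoff, the mean inhibition of sample wells plus 3 SD, cut at about 27% in these data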;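 further: 0% = acetylcholine EC80 with DMSO and 100% = DMSO without agonist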
M4 ag: CHRM4 agonism in calcium assay. P08173. AID 624127. activation, % at 3 µM. CHO-K1 hM4/Gqi5, Fluo-8 calcium fluorescence; vehicle 0%, full acetylcholine response 100%. 360,000 compounds, 0.14% hits;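 active means activation above the run mean over all test wells plus 3 SD, cut at about 32% in these data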;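 further: peak over basal fluorescence ratio per well then scaled between controls; 0% = DMSO wells and 100% = acetylcholine at EC100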
CHRM5 PAM: potentiates acetylcholine response at human M5 receptor | AID 624038 | activation, % at 3 µM | CHO-K1 hM5, Fluo-8 calcium, ACh EC20 PAM; 0% = ACh EC20, 100% = ACh EC100 | P08912 | 360,000 compounds, 0.3% hits;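 active means activation above the run cutoff, the mean activation of all test compounds plus 3 SD, cut at about 18% in these data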
Target sequence (P08912 whole entry, looked up): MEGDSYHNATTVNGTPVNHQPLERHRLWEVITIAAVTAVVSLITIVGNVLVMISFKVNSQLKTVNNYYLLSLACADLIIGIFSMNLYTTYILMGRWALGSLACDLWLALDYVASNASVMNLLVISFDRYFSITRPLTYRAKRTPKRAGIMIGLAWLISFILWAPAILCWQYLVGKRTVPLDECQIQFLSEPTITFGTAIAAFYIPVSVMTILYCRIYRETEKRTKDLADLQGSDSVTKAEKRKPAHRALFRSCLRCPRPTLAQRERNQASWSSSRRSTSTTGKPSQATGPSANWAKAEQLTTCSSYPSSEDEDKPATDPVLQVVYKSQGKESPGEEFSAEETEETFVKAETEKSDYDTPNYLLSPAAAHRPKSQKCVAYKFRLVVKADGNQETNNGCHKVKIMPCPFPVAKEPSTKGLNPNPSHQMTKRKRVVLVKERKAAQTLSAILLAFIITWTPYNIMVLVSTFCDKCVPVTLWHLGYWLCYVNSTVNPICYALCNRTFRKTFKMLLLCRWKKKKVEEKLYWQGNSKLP
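System – CHO-K1 hM5 cells · Compound – 3 µM, single dose · Incubation – compound preincubation 140 s before EC20 acetylcholine addition · Technique – Fluo-8 calcium fluorescence · Measure – Max/basal fluorescence ratio as % of EC20–EC100 ACh window · Benchmarks – low control EC20 acetylcholine (0%), high control EC100 acetylcholine (100%) · Replication – singlicate, one well per test compound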
M1 PAM: human CHRM1 positive allosteric modulation | 360,000 compounds, 0.088% hits | P11229 | activation, % at 3 µM | AID 588819 | CHO-K1 hM1, Fluo-8 calcium fluorescence, ACh EC20; 0% = ACh EC20, 100% = maximal ACh; in the data active means activation above about 19%, passing the limit was not always enough
Target sequence (P11229 whole entry, looked up): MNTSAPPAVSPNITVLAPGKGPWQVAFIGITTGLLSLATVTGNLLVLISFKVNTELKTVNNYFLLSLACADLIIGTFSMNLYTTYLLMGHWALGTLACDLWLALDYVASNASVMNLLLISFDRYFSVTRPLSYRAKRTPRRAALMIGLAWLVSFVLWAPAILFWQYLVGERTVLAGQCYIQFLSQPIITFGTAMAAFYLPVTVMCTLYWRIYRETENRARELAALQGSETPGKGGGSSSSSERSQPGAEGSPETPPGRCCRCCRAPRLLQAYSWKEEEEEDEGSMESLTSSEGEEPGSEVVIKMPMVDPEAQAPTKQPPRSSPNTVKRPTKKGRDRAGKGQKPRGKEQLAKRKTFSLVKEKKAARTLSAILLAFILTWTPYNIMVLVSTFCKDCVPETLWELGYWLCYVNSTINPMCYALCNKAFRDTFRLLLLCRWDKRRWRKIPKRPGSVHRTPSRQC
CHRM5 agonist: CHRM5 agonism in calcium assay | AID 624037 | P08912 | CHO-K1 hM5 cells, Fluo-8 calcium fluorescence; 0% DMSO wells, 100% maximal acetylcholine response | 360,000 compounds, 0.19% hits | activation, % at 3 µM;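 active means activation above the run's mean over test compounds plus 3 SD, cut at about 23% in these data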;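 further: signal is peak over basal fluorescence ratio across the kinetic read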
M1 ag: activates human CHRM1 receptor; P11229; CHO-K1 hM1, Fluo-8 calcium fluorescence, agonist mode; 0% DMSO, 100% acetylcholine EC100; activation, % at 3 µM; 360,000 compounds, 0.33% hits; AID 588814;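 active means activation above the run's mean compound activation plus 3 SD, cut at about 16% in these data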;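 further: peak over basal fluorescence ratio within a 140 s kinetic read after compound addition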
TAAR1 ag: human TAAR1 agonism; Q96RJ0; 360,000 compounds, 0.99% hits; activation, % at 3 µM; CHO RD-HGA16 TAAR1, Fluo-8 calcium fluorescence; vehicle wells 0%, saturating PEA agonist 100%; AID 624467;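 active means activation above the mean activation of all test compounds in the run plus 3 SD, cut at about 38% in these data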
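Test system: RD-HGA16 (CHO) cells co-expressing Gα16 and hTAAR1; dosing: one-point dosing at 3 µM (nominal); timing: 17-24 h seeding, 75 min 37 °C dye, 30 min RT; signal: kinetic Fluo-8 calcium fluorescence; read-out basis: % activation relative to PEA EC100 response; controls: DMSO and PEA EC100; replicates: n 1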
CHRM1 antagonist: human CHRM1 antagonism | P11229 | CHO-K1 hM1, Fluo-8 calcium fluorescence, ACh EC80 antagonist | inhibition, % at 3 µM | 360,000 compounds, 1.3% hits | AID 588852;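 active means percent inhibition above its own plate's cutoff, namely the mean of that plate's compound wells plus 3 SD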;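 further: peak over basal fluorescence ratio during 140 s after agonist addition; 0% = ACh EC80 plus DMSO and 100% = DMSO alone without agonist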
CHRM5 antagonist: blocks acetylcholine activation of human M5 receptor | CHO-hM5 cells, Fluo-8 calcium fluorescence, ACh EC80 | P08912 | 360,000 compounds, 0.59% hits | inhibition, % at 3 µM;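 active means inhibition above a per-plate cutoff, the mean of that plate's test compounds plus 3 SD, cut at about 27% in these data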;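 further: 0% = acetylcholine EC80 with DMSO and 100% = DMSO without agonist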
Active calls of the source: *. A portion of the library; the hit share may differ from the screen's.

Results for Cn1nc(CC(=O)N2CCN(c3ccccc3)CC2)c2ccccc2c1=O ?
M4 antag: 11; M4 ag: 2; CHRM5 PAM: 2; M1 PAM: 3; CHRM5 agonist: 3; M1 ag: -4; TAAR1 ag: 5; CHRM1 antagonist: -2; CHRM5 antagonist: -1

How did Cn1c(SCc2cccnc2)nc2c(c1=O)SCC2 do in these assays?
M4 antag: 2; M4 ag: 2; CHRM5 PAM: 8; M1 PAM: 10; CHRM5 agonist: 0; M1 ag: -7; TAAR1 ag: 0; CHRM1 antagonist: -6; CHRM5 antagonist: 5

Results for Cc1ccc(C(=O)OCC(=O)Nc2ccccc2C(F)(F)F)cc1S(=O)(=O)N1CCCCC1 ?
M4 antag: 2; M4 ag: 10; CHRM5 PAM: -13; M1 PAM: -8; CHRM5 agonist: -2; M1 ag: -3; TAAR1 ag: 0; CHRM1 antagonist: 10; CHRM5 antagonist: 12

Results for O=C(CN(Cc1ccc(F)cc1)C(=O)CNS(=O)(=O)c1ccccc1)NCC1CCCO1 (stereo unspecified) ?
M4 antag: -3; M4 ag: 1; CHRM5 PAM: -7; M1 PAM: 0; CHRM5 agonist: -2; M1 ag: -4; TAAR1 ag: 1; CHRM1 antagonist: -3; CHRM5 antagonist: 6

How did FC(F)(F)c1cc(-c2ccccc2)nc(N2CCCCC2)n1 do in these assays?
M4 antag: 3; M4 ag: 1; CHRM5 PAM: 5; M1 PAM: 5; CHRM5 agonist: 1; M1 ag: -3; TAAR1 ag: 11; CHRM1 antagonist: -14; CHRM5 antagonist: 1

What do the screens show for `Cc1cc(F)ccc1S(=O)(=O)NCC(c1cccnc1)N1CCc2ccccc21` (stereo unspecified)?
M4 antag: 4; M4 ag: 1; CHRM5 PAM: 2; M1 PAM: 6; CHRM5 agonist: -2; M1 ag: -3; TAAR1 ag: -1; CHRM1 antagonist: -1; CHRM5 antagonist: 11

How did CN(NC1OC(=O)c2ccccc21)c1ncc(Cl)cc1C(F)(F)F (stereo unspecified) do in these assays?
M4 antag: 1; M4 ag: 0; CHRM5 PAM: 8; M1 PAM: 20; CHRM5 agonist: -1; M1 ag: -2; TAAR1 ag: -3; CHRM1 antagonist: -17; CHRM5 antagonist: 7

What do the screens show for `Cc1cccc(N2CCN(C(=O)c3cccc(S(=O)(=O)N4CCOCC4)c3)CC2)c1C`?
M4 antag: -3; M4 ag: 2; CHRM5 PAM: -2; M1 PAM: -4; CHRM5 agonist: 0; M1 ag: 0; TAAR1 ag: 0; CHRM1 antagonist: 12; CHRM5 antagonist: 5

What do the screens show for `O=C(COCc1cc(-c2ccc3c(c2)OCO3)on1)N1CCN(c2ccccc2)CC1`?
M4 antag: 5; M4 ag: 18; CHRM5 PAM: -10; M1 PAM: -5; CHRM5 agonist: 2; M1 ag: 0; TAAR1 ag: 0; CHRM1 antagonist: 9; CHRM5 antagonist: 0

How did O=C(CCCN1C(=O)NC2(CCCC2)C1=O)NCc1ccccc1 do in these assays?
M4 antag: 8; M4 ag: 1; CHRM5 PAM: 0; M1 PAM: 4; CHRM5 agonist: 2; M1 ag: -3; TAAR1 ag: -2; CHRM1 antagonist: -2; CHRM5 antagonist: 15

What do the screens show for `O=C(Cn1nnc(-c2cccs2)n1)N1c2ccccc2Sc2ccc(C(F)(F)F)cc21`?
M4 antag: 1; M4 ag: 0; CHRM5 PAM: -10; M1 PAM: -3; CHRM5 agonist: -6; M1 ag: 1; TAAR1 ag: 8; CHRM1 antagonist: 8; CHRM5 antagonist: -1

What do the screens show for `NC(=O)c1ccc(NC(=O)COC(=O)/C=C/c2ccc(Br)o2)cc1`?
M4 antag: 11; M4 ag: 1; CHRM5 PAM: 1; M1 PAM: -1; CHRM5 agonist: 5; M1 ag: -3; TAAR1 ag: 1; CHRM1 antagonist: 6; CHRM5 antagonist: 12

Results for CCOC(=O)C(C#N)=C1CCN(Cc2ccccc2)CC1 ?
M4 antag: 2; M4 ag: 1; CHRM5 PAM: 6; M1 PAM: 2; CHRM5 agonist: -2; M1 ag: -2; TAAR1 ag: 3; CHRM1 antagonist: -5; CHRM5 antagonist: 2

What do the screens show for `CC(=O)c1cccc(NC(=O)CC2SC(N3CCCCC3)=NC2=O)c1` (stereo unspecified)?
M4 antag: -17; M4 ag: 2; CHRM5 PAM: -2; M1 PAM: -3; CHRM5 agonist: -2; M1 ag: -2; TAAR1 ag: 4; CHRM1 antagonist: -24; CHRM5 antagonist: 3

How did CC(=O)Nc1ccc(NC(=O)Cn2cnc3c(nnn3Cc3ccc(F)cc3)c2=O)cc1 do in these assays?
M4 antag: -4; M4 ag: 1; CHRM5 PAM: -2; M1 PAM: 1; CHRM5 agonist: 0; M1 ag: 16*; TAAR1 ag: -1; CHRM1 antagonist: -2; CHRM5 antagonist: 4

What do the screens show for `Cc1ccc(S(=O)(=O)C2(C(=O)Nc3ccc4c(c3)OCO4)CC2)cc1`?
M4 antag: -11; M4 ag: 1; CHRM5 PAM: -3; M1 PAM: 8; CHRM5 agonist: -1; M1 ag: -6; TAAR1 ag: 0; CHRM1 antagonist: -12; CHRM5 antagonist: 3

Results for CCc1ccc2c(c1)NC(=O)C2(C)Cc1ccccc1 (stereo unspecified) ?
M4 antag: -15; M4 ag: -1; CHRM5 PAM: -4; M1 PAM: 3; CHRM5 agonist: -1; M1 ag: -1; TAAR1 ag: -2; CHRM1 antagonist: -17; CHRM5 antagonist: 2

How did CCCCn1c(N)c(N(CCC(C)C)C(=O)c2cc(-c3ccco3)nc3ccccc23)c(=O)[nH]c1=O do in these assays?
M4 antag: 4; M4 ag: 0; CHRM5 PAM: 2; M1 PAM: 1; CHRM5 agonist: -2; M1 ag: -2; TAAR1 ag: -1; CHRM1 antagonist: 1; CHRM5 antagonist: -2

What do the screens show for `O=C(CCc1ccccc1)Nc1nccs1`?
M4 antag: 6; M4 ag: 0; CHRM5 PAM: -2; M1 PAM: 1; CHRM5 agonist: 3; M1 ag: -2; TAAR1 ag: 3; CHRM1 antagonist: -3; CHRM5 antagonist: 10

How did COCCn1c(SCC(=O)Nc2ccc(Cl)cn2)nnc1-c1ccncc1 do in these assays?
M4 antag: -16; M4 ag: 4; CHRM5 PAM: -4; M1 PAM: 0; CHRM5 agonist: 2; M1 ag: -3; TAAR1 ag: 1; CHRM1 antagonist: 1; CHRM5 antagonist: 7

What do the screens show for `CCOCCCNC(=S)N1CCN(Cc2ccc3c(c2)OCO3)CC1`?
M4 antag: 1; M4 ag: 2; CHRM5 PAM: 3; M1 PAM: -1; CHRM5 agonist: -1; M1 ag: -4; TAAR1 ag: 3; CHRM1 antagonist: 9; CHRM5 antagonist: 10

What do the screens show for `O=C(O)c1cccc(NC(=S)NC(=O)c2cccc(OCc3ccccc3)c2)c1`?
M4 antag: 15; M4 ag: -2; CHRM5 PAM: -2; M1 PAM: 7; CHRM5 agonist: -1; M1 ag: -6; TAAR1 ag: 0; CHRM1 antagonist: -2; CHRM5 antagonist: 14

How did CN(C)N=Nc1nc2c(c(=O)n(C)c(=O)n2C)n1CC1CO1 (stereo unspecified) do in these assays?
M4 antag: 6; M4 ag: 0; CHRM5 PAM: 5; M1 PAM: 13; CHRM5 agonist: -1; M1 ag: -2; TAAR1 ag: 1; CHRM1 antagonist: -15; CHRM5 antagonist: -1

What do the screens show for `COc1ccc(NC(=O)CN2C(=O)NC3(CCCCC3C)C2=O)cc1S(=O)(=O)N1CCOCC1` (stereo unspecified)?
M4 antag: 3; M4 ag: 1; CHRM5 PAM: 8; M1 PAM: 1; CHRM5 agonist: 1; M1 ag: -3; TAAR1 ag: 3; CHRM1 antagonist: 0; CHRM5 antagonist: 9

Results for COc1cccc(/C=C2\SC(=N)N(c3ccc(F)cc3)C2=O)c1 ?
M4 antag: 5; M4 ag: 1; CHRM5 PAM: 0; M1 PAM: 4; CHRM5 agonist: -2; M1 ag: -2; TAAR1 ag: 0; CHRM1 antagonist: 2; CHRM5 antagonist: 11

What do the screens show for `CCc1nnc(NC(=O)COc2ccc3c(c2)OCO3)s1`?
M4 antag: 2; M4 ag: 0; CHRM5 PAM: 3; M1 PAM: 14; CHRM5 agonist: -3; M1 ag: -4; TAAR1 ag: 3; CHRM1 antagonist: -15; CHRM5 antagonist: -1

Results for Nc1nc2n(n1)C(=O)CC(c1ccc(Cl)cc1)N2 (stereo unspecified) ?
M4 antag: -7; M4 ag: 2; CHRM5 PAM: 2; M1 PAM: 4; CHRM5 agonist: -3; M1 ag: -3; TAAR1 ag: 9; CHRM1 antagonist: -8; CHRM5 antagonist: 1

Results for Cc1nc2c(C(=O)NCc3ccco3)cnn2c(C)c1Cc1ccc(F)cc1Cl ?
M4 antag: 10; M4 ag: -1; CHRM5 PAM: 1; M1 PAM: 5; CHRM5 agonist: -1; M1 ag: -4; TAAR1 ag: 18; CHRM1 antagonist: -3; CHRM5 antagonist: 1

How did C[C@@H]1COC(=O)[C@H](Cc2ccc(F)cc2)CC/C=C/C[C@@H](CC(=O)N[C@@H](CO)Cc2ccccc2)C(=O)N1 do in these assays?
M4 antag: 4; M4 ag: 0; CHRM5 PAM: -2; M1 PAM: 15; CHRM5 agonist: -1; M1 ag: -4; TAAR1 ag: 8; CHRM1 antagonist: -14; CHRM5 antagonist: 11

Copied from the results shown, five compounds:
How did CN(C)N=Nc1nc2c(c(=O)n(C)c(=O)n2C)n1CC1CO1 (stereo unspecified) do in these assays?
M4 antag: 6; M4 ag: 0; CHRM5 PAM: 5; M1 PAM: 13; CHRM5 agonist: -1; M1 ag: -2; TAAR1 ag: 1; CHRM1 antagonist: -15; CHRM5 antagonist: -1

What do the screens show for `COc1ccc(NC(=O)CN2C(=O)NC3(CCCCC3C)C2=O)cc1S(=O)(=O)N1CCOCC1` (stereo unspecified)?
M4 antag: 3; M4 ag: 1; CHRM5 PAM: 8; M1 PAM: 1; CHRM5 agonist: 1; M1 ag: -3; TAAR1 ag: 3; CHRM1 antagonist: 0; CHRM5 antagonist: 9

Results for COc1cccc(/C=C2\SC(=N)N(c3ccc(F)cc3)C2=O)c1 ?
M4 antag: 5; M4 ag: 1; CHRM5 PAM: 0; M1 PAM: 4; CHRM5 agonist: -2; M1 ag: -2; TAAR1 ag: 0; CHRM1 antagonist: 2; CHRM5 antagonist: 11

What do the screens show for `CCc1nnc(NC(=O)COc2ccc3c(c2)OCO3)s1`?
M4 antag: 2; M4 ag: 0; CHRM5 PAM: 3; M1 PAM: 14; CHRM5 agonist: -3; M1 ag: -4; TAAR1 ag: 3; CHRM1 antagonist: -15; CHRM5 antagonist: -1

Results for Nc1nc2n(n1)C(=O)CC(c1ccc(Cl)cc1)N2 (stereo unspecified) ?
M4 antag: -7; M4 ag: 2; CHRM5 PAM: 2; M1 PAM: 4; CHRM5 agonist: -3; M1 ag: -3; TAAR1 ag: 9; CHRM1 antagonist: -8; CHRM5 antagonist: 1
